High-throughput results from PubChem BioAssay.
ARFGAP1 inhibitor: inhibits rat ARF GTPase activating protein 1. AID 651572. actives 0.26% (n = 360,000). Arfgap1-stimulated ARF1 GTP hydrolysis, GDP FP detection. Q62848. inhibition, % at 16.5 µM;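 active means inhibition above a per-plate limit, mean inhibition of low control wells plus 3 SD, cut at about 25% in these data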;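 further: 0% = DMSO wells with enzyme and 100% = wells lacking Arfgap1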
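System: truncated rat Arfgap1 GAP domain / Benchmarks: high control wells lacking Arfgap1, low control full reaction with DMSO / Times: compound-enzyme preincubation 20 min, reaction 120 min, detection 60 min, 25 °C / Repeats: one replicate per compound / Also added: human ARF1(Δ1-17)-GTP substrate / Measured by: Tracer-displacement fluorescence polarization with EDTA stop, 620/688 nm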
PLCb3 inh: blocks human PLC-beta3 enzyme activity. Q01970. Purified PLC-beta3, fluorogenic substrate, fluorescence. inhibition, % at 12.2 µM. actives 0.18% (n = 370,000); in the data active means inhibition above about 11%;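 further: 0% = median of compound wells on plate and 100% = full blocker control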
Target sequence (Q01970 whole entry, looked up): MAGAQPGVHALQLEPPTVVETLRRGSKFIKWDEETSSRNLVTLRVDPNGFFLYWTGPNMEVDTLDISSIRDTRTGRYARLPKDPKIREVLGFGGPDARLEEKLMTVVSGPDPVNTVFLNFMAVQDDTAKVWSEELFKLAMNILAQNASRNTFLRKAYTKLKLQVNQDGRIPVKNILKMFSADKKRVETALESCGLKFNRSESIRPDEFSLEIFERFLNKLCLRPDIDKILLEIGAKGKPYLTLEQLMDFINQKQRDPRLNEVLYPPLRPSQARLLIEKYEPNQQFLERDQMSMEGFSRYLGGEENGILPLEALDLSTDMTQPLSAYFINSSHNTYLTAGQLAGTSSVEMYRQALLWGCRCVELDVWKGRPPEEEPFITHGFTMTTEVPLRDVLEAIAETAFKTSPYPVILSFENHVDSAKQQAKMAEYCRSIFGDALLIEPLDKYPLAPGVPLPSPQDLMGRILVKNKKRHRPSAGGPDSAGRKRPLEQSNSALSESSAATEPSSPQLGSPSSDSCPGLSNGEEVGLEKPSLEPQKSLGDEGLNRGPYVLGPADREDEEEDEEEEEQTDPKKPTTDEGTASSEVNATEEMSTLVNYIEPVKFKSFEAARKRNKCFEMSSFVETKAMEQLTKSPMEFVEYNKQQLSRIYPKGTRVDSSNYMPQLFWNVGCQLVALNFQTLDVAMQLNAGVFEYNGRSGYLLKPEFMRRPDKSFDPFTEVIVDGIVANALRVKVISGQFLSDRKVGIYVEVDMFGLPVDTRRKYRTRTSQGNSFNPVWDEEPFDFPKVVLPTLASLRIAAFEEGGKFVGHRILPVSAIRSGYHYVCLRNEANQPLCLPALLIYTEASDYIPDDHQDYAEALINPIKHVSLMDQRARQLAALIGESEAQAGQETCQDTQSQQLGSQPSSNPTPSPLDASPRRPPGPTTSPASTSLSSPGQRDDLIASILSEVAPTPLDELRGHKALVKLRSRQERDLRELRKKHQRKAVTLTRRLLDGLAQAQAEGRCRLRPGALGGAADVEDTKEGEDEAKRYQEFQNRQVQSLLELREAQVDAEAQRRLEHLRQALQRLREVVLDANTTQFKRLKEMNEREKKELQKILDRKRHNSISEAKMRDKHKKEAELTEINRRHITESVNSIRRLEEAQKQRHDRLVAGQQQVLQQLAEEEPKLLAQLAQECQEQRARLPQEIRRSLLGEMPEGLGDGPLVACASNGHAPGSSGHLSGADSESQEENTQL
PLCg1 inh: blocks human PLC-gamma1 enzyme activity | inhibition, % at 12.2 µM | P19174 | actives 0.84% (n = 370,000) | purified PLC-gamma1, fluorogenic substrate, fluorescence; in the data active means inhibition above about 9.5%
sPLA2-III inh: Blocks human group III sPLA2 activity; Q9NZ20; QFRET BODIPY PC-A2 liposome hydrolysis, fluorescence; inhibition, % at 12.2 µM; actives 0.56% (n = 370,000);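 active means inhibition above mean plus 3 SD of compounds lying within the high and low control bounds, cut at about 19% in these data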;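 further: 0% = median of test compound wells and 100% = no enzyme DMSO wells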
KLK7 zymogen act: activators of human kallikrein-7 zymogen | P49862 | purified proKLK7, EDANS-DABCYL substrate fluorescence; 100% is mature enzyme control, 0% vehicle | activation, % at 7 µM | actives 0.9% (n = 370,000) | AID 652039;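 active means activation above the mean of all tested compounds plus 3 SD, computed per campaign excluding outliers beyond control limits, cut at about 13% in these data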
NR1D1 modulator: modulates human Rev-erb alpha binding to DNA; activity, % at 10 µM; Rev-erbα–FITC-DNA binding, fluorescence polarization, 90 min; actives 0.79% (n = 370,000);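 active means activity above about 14%, limit read from the data; passing the limit was not always enough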;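 further: 0% = DMSO wells with 35 nM protein and 100% = DMSO wells with 750 nM protein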
DDE Tn7 FP inh: inhibitors of Tn7 peptide binding to human fibrin DD(E) | FP displacement of FITC-Tn7 peptide from fibrin DD(E); 0% = median of compound wells per plate | actives 0.13% (n = 370,000) | inhibition, % at 8.3 µM | P02675;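 active means inhibition above the mean of compounds falling within the control limits plus 3 SD of them, cut at about 14% in these data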;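 further: 0% = plate median of compound wells and 100% = 10 µM Aha-Tn7 peptide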
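Test system: human clot-derived fibrin DD(E) complex / Quantity: 2 µM final DD(E) protein / Incubation: 10 min plus 3 h, room temperature / Measured by: fluorescence polarization / Benchmarks: high control of 10 µM Aha-Tn7 peptide / Replicates: singlicate testing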
UHRF1 MBD2 ctr: UHRF1 methyl-DNA binding inhibition; Q96T88; UHRF1 binding to methylated oligo, TR-FRET; inhibition, % at 4.4 µM; actives 0.75% (n = 370,000); in the data active means inhibition above about 21%;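 further: UHRF1 SRA domain binding a hemimethylated CpG hairpin DNA probe; 0% = median of test compound wells and 100% = reference inhibitor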
ASAP1 inh: inhibitors of human ASAP1 ArfGAP activity; actives 0.19% (n = 360,000); AID 624377; ASAP1-stimulated ARF1 GTP hydrolysis, GDP FP detection; Q9ULH1; inhibition, % at 16.5 µM; in the data active means inhibition above about 25%;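 further: 0% = vehicle with enzyme and substrate and 100% = no enzyme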
Tn6 DDE FP: disrupts Tn6 cyclic peptide binding to fibrin D-Dimer-E complex | Fibrin DD(E) TRITC-Tn6 fluorescence polarization displacement | inhibition, % at 8.3 µM | actives 0.21% (n = 370,000);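 active means inhibition above a per-campaign cutoff: mean of compounds within control limits plus 3 SD, cut at about 15% in these data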;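 further: 0% = median of all compound wells on the plate and 100% = blocking peptide control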
Starred values were filed as active, the others as inactive; . = no result given; & = joins results of further samples.

Results follow in this order: ARFGAP1 inhibitor | PLCb3 inh | PLCg1 inh | sPLA2-III inh | KLK7 zymogen act | NR1D1 modulator | DDE Tn7 FP inh | UHRF1 MBD2 ctr | ASAP1 inh | Tn6 DDE FP
#1 Cc1ccc(-n2c(C)cc(/C=C3/C(=O)NC(=O)N(Cc4ccco4)C3=O)c2C)cc1
    -4.8 | -4.5 | -8.1 | -9.8 | -0.7 | -1.0 | -4.0 | 9.5 | 2.5 | 9.0
#2 C=CCn1c(O)c(C(CC)=Nc2ccc(N(C)C)cc2)c(=O)[nH]c1=O
    -14.4 | -14.4 | -1.6 | -3.9 | 1.0 | 5.4 | -0.5 | -0.3 | 4.1 | -1.3
#3 CN(CC#CCN1CCCC1)C(=O)c1cccc(Cl)c1
    -5.9 | -1.7 | 0.4 | 0.4 | 0.5 | 3.6 | -6.0 | -4.2 | 10.8 | 1.5
#4 O=c1[nH]c(=O)n(CCC2=CCCCC2)c(O)c1C=NCCN1CCNCC1
    -6.3 | -3.5 | -3.9 | -2.2 | -1.0 | 5.6 | -1.6 | 1.0 | -1.2 | -11.8
#5 O=P(C(Cl)Cl)(N1CCOCC1)N1CCOCC1
    -4.5 | -4.1 | -0.7 | 5.0 | -0.2 | 5.2 | -1.4 | -3.4 | -4.2 | 7.8
#6 c1ccc(CCNC2CCCCCC2)cc1
    -5.8 | -1.3 | 6.8 | -0.4 | -0.5 | 5.5 | -3.9 | 3.0 | -1.5 | 3.3
#7 C[C@@H]1CN([C@@H](C)CO)C(=O)CCCn2nncc2CO[C@H]1CN(C)C(=O)Oc1cccc2ccccc12
    8.4 | 1.8 | 0.5 | 2.2 | 0.3 | 4.8 | -1.1 | 2.5 | 0.7 | 2.5
#8 CCCCn1c(O)c(C(CC)=Nc2ccc(OCC)cc2)c(=O)[nH]c1=O
    3.6 | -34.5 | -25.3 | -3.7 | -0.2 | -1.9 | -0.2 | -3.1 | 15.4 | -6.6
#9 Cc1ccc(-n2c(O)c(C=Nc3ccccc3N)c(=O)[nH]c2=O)cc1C
    18.1 | -34.1 | -31.4 | 2.8 | -2.2 | -0.6 | 6.0 | 0.5 | 7.2 | 4.4
#10 Clc1ccc(C(Cl)(Cl)Cl)c(Cl)c1
    2.1 | 0.4 | -0.3 | -5.4 | 0.3 | -2.8 | -4.2 | -0.6 | -2.1 | -2.3
#11 CN(C)CC1CSCCC1(O)c1ccc(C(F)(F)F)cc1 (stereo not drawn)
    9.0 | 2.7 | 7.0 | 7.0 | -0.6 | 6.9 | 1.3 | 1.8 | -2.6 | 3.1
#12 CCOc1ccc(N2C(=O)NC(=O)/C(=C\c3ccccc3[N+](=O)[O-])C2=O)cc1
    7.6 | -15.5 | -6.0 | -2.1 | 0.3 | 3.3 | -7.5 | 0.8 | 10.7 | 1.3
#13 CCCN1CCC[C@@H]2Cc3[nH]ncc3C[C@H]21
    -2.3 | 3.1 | 5.0 | 2.1 | 0.0 | -5.0 | -4.9 | 4.5 | -6.6 | 1.2
#14 C=CCCC(NC(=O)OCc1ccccc1)P(=O)(Oc1ccccc1)Oc1ccccc1 (stereo not drawn)
    . | 1.3 | 0.5 | -2.3 | . | -8.3 | 0.9 | 1.9 | . | -10.3
#15 Cc1cccc(CSc2nc3c(cc2C#N)CN(C)CC3)c1
    6.0 | -1.7 | -5.3 | 2.5 | -0.3 | 4.9 | 2.6 | 5.0 | -1.6 | -3.6
#16 Cc1ccc(N2C(=O)NC(=O)/C(=C\c3cc(C)n(-c4cc(C(=O)O)cc(C(=O)O)c4)c3C)C2=O)cc1
    1.9 | -29.7 | 0.0 | -2.9 | 0.7 | -1.5 | -2.7 | 25.7* | 3.2 | 0.0
#17 O=C1CC(=O)N(Cc2ccccc2)C(=S)N1
    -1.7 | -8.2 | -0.4 | -18.5 | -0.1 | -5.0 | -6.3 | 0.0 | 18.8 | -1.8
#18 CN1CCCN(C(=O)COc2ccccc2)CC1
    3.0 | -3.7 | 1.4 | 6.7 | -0.4 | 0.0 | 3.1 | 0.5 | 17.0 | -5.1
#19 CCN1C[C@]2(COC)CC[C@H](O)[C@@]34C5C[C@@H]6[C@@H](OC)C[C@@](O)(C5[C@H]6O)[C@](O)([C@@H](OC)C23)[C@@H]14 (stereo partly drawn)
    4.1 | 3.4 | 3.1 | 1.6 | -0.4 | 6.9 | -3.6 | -1.7 | 5.1 | 0.8
#20 CC(C(N)=O)N1CC(c2ccc(Cl)cc2)CC1=O (stereo not drawn)
    -8.5 | 1.4 | 1.0 | 0.1 | 0.3 | 4.0 | -6.2 | 0.2 | -3.7 | -2.5
#21 C/C(=N\NC(=O)c1ccncc1)c1c(O)n(-c2ccccc2)c(=O)[nH]c1=O
    2.2 | -45.1 | -25.6 | 14.2 | -7.6 | 7.0 | 4.0 | 5.7 | 8.6 | -3.4
#22 CN1CCc2c(c(N3CCCCC3)nc3n[nH]c(N)c23)C1
    -5.1 | -4.4 | -2.4 | -3.1 | -0.3 | 3.8 | 6.0 | -2.2 | -13.2 | 5.7
#23 CNC(=O)ON(C(=O)NC)C1N(C)C(=S)SC1(C)C (stereo not drawn)
    4.4 | -1.2 | -0.4 | 7.9 | 0.1 | -0.1 | -2.2 | -1.1 | 13.0 | 5.3
#24 Cn1c(O)c(C(c2ccccn2)c2c(O)n(C)c(=S)n(C)c2=O)c(=O)n(C)c1=S
    -9.1 | 0.1 | 6.6 | 3.2 | 0.2 | -5.9 | -4.1 | 1.2 | -1.9 | 1.7
#25 CC(Cc1ccccc1)NC(=O)C(c1ccc(N)cc1)c1ccc(N)cc1 (stereo not drawn)
    -11.4 | -8.5 | -0.6 | 1.6 | -0.1 | 1.3 | 3.5 | -1.2 | -4.5 | -4.7
#26 CCC1([N+](=O)[O-])COP(N)(=O)OC1 (stereo not drawn)
    13.8 | -2.0 | 3.6 | 12.0 | 0.0 | 4.2 | -4.4 | -0.7 | 11.2 | -2.5
#27 Nc1c(C(=O)NCCN2CCOCC2)c2nc3ccccc3nc2n1Cc1ccccc1
    9.5 | -446.6 | -331.5 | -21.3 | -74.4 | 3.5 | 0.1 | -2.1 | 12.5 | -0.6
#28 COC(=O)C1=C(c2ccc(C(C)=O)cc2)C[C@@H]2CC[C@H]1N2C(=O)N1CCC(O)CC1
    0.1 | 0.4 | 1.6 | 5.1 | 0.1 | -4.9 | -2.0 | 0.2 | 5.0 | -5.3
#29 CC(C)c1c(CN(C)C(C)Cc2ccccc2)n(C)n(-c2ccccc2)c1=O (stereo not drawn)
    1.8 | 0.8 | -1.9 | 0.3 | 0.1 | 4.0&-4.4 | -0.7 | 0.1 | -10.2 | -4.6
#30 O=C(CCc1ccc(O)cc1)N1C[C@H]2C[C@@H](C1)c1cccc(=O)n1C2
    -4.9 | 5.3 | 0.1 | -3.4 | 0.5 | -0.2 | 0.3 | -1.6 | 3.2 | -2.7

Two neighbouring records already listed, quoted:
Results follow in this order: ARFGAP1 inhibitor | PLCb3 inh | PLCg1 inh | sPLA2-III inh | KLK7 zymogen act | NR1D1 modulator | DDE Tn7 FP inh | UHRF1 MBD2 ctr | ASAP1 inh | Tn6 DDE FP
#18 CN1CCCN(C(=O)COc2ccccc2)CC1
    3.0 | -3.7 | 1.4 | 6.7 | -0.4 | 0.0 | 3.1 | 0.5 | 17.0 | -5.1
#19 CCN1C[C@]2(COC)CC[C@H](O)[C@@]34C5C[C@@H]6[C@@H](OC)C[C@@](O)(C5[C@H]6O)[C@](O)([C@@H](OC)C23)[C@@H]14 (stereo partly drawn)
    4.1 | 3.4 | 3.1 | 1.6 | -0.4 | 6.9 | -3.6 | -1.7 | 5.1 | 0.8

Ordered by molar mass (high to low): some entries from above.
Results follow in this order: ARFGAP1 inhibitor | PLCb3 inh | PLCg1 inh | sPLA2-III inh | KLK7 zymogen act | NR1D1 modulator | DDE Tn7 FP inh | UHRF1 MBD2 ctr | ASAP1 inh | Tn6 DDE FP
#24 Cn1c(O)c(C(c2ccccn2)c2c(O)n(C)c(=S)n(C)c2=O)c(=O)n(C)c1=S
    -9.1 | 0.1 | 6.6 | 3.2 | 0.2 | -5.9 | -4.1 | 1.2 | -1.9 | 1.7
#27 Nc1c(C(=O)NCCN2CCOCC2)c2nc3ccccc3nc2n1Cc1ccccc1
    9.5 | -446.6 | -331.5 | -21.3 | -74.4 | 3.5 | 0.1 | -2.1 | 12.5 | -0.6
#26 CCC1([N+](=O)[O-])COP(N)(=O)OC1 (stereo not drawn)
    13.8 | -2.0 | 3.6 | 12.0 | 0.0 | 4.2 | -4.4 | -0.7 | 11.2 | -2.5

The list goes on.
Results follow in this order: ARFGAP1 inhibitor | PLCb3 inh | PLCg1 inh | sPLA2-III inh | KLK7 zymogen act | NR1D1 modulator | DDE Tn7 FP inh | UHRF1 MBD2 ctr | ASAP1 inh | Tn6 DDE FP
#31 Oc1ccc2c3c1O[C@H]1c4[nH]c5ccccc5c4C[C@@]4(O)[C@@H](C2)N(CC2CC2)CC[C@]314
    0.0 | 2.6 | -0.1 | -56.3 | -0.6 | -1.2 | -2.4 | -3.7 | -0.2 | 3.8
#32 CCC(C)N1C(=O)NC(=O)C2(Cc3cc(C)ccc3N(C)C2)C1=O (stereo not drawn)
    5.8 | -7.2 | -2.6 | 4.6 | 0.5 | -2.6 | 4.8 | -2.0 | -6.5 | 4.2
#33 Cc1cc(OCC(=O)NCc2ccc(S(N)(=O)=O)cc2)c2c3c(c(=O)oc2c1)CCC3
    2.6 | -101.5 | -26.7 | 2.7 | -1.6 | 11.0 | 6.1 | 3.0 | -10.0 | -7.3
#34 CCN(CC)c1ccc(CN2CC=C(c3ccc(F)cc3)CC2)cc1
    6.0 | -1.2 | 1.7 | 10.9 | 0.5 | 1.3 | 3.6 | -1.4 | -8.9 | -0.8
#35 O=C(NCC1=C(c2ccc3ccccc3c2)C[C@@H]2CC[C@H]1N2Cc1ccco1)c1ccc([N+](=O)[O-])cc1
    -8.6 | 3.6 | 0.8 | -10.7 | -0.2 | 4.0 | 1.7 | -1.9 | 3.6 | 5.4
#36 O=C1NC(=S)NC(=O)C1Cc1ccccc1
    -2.9 | 7.4 | 1.2 | 4.7 | -0.6 | -0.5 | -4.9 | -1.2 | -6.2 | 5.6
#37 COc1ccc2c(c1)[C@@]13CCCCC1[C@@H](C2)NCC3 (stereo partly drawn)
    12.7 | -0.9 | 1.4 | -5.8 | 0.1 | 4.9 | 4.3 | -4.0 | 2.4 | -1.9
#38 O=C(COC(=O)Cc1ccccc1)NCCNC(=O)COC(=O)Cc1ccccc1
    -0.9 | -5.6 | 2.5 | 0.2 | -0.5 | 5.3 | 1.7 | -3.2 | -15.2 | 1.8
#39 CCCOC(=O)C1C2c3ccccc3C(c3ccccc32)C1C(=O)O (stereo not drawn)
    0.4 | -0.8 | 2.4 | 2.3 | 0.0 | 3.7 | -4.2 | -0.1 | -1.9 | 2.0

Copied from the list.
Value for no. 39 in ARFGAP1 inhibitor: 0.4
Value for no. 36 in sPLA2-III inh: 4.7

This is a subset. The share of hits here may be higher or lower than overall.
